Compound activity deposited in PubChem BioAssay by National Center for Advancing Translational Sciences (NCATS).
ELG1 genotoxic – inducers of genotoxicity in HEK293T ELG1-luciferase cells; AID 504466; HEK293T ELG1-luciferase reporter, luminescence, 16 h; Potency, µM (titrated, usually from 46 µM), inactives show at the highest dose activity change, positive = activation, most hits filed as activators; 330,000 compounds, 1.3% hits; further: % of control where 0% means no effect; nearly all actives have a fitted effect of over 60% in size
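Screening used a luciferase reporter fused to human ELG1 in HEK293T cells. Luminescence was read on a CCD plate imager after 16 hr exposure and 30 min ONE-Glo incubation.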
uPA surface inh – blocks generation of uPA at the cell surface; cell surface uPA generation assay, qHTS; Potency, µM (doses to about 38.3 µM), for inactives: top-dose activity change, negative = inhibition, hits mostly inhibitors; 330,000 compounds, 0.31% hits; active means well fitted inhibition curve with a large enough effect; inconclusive means small, poorly fitted or top-dose-only effect; inactive means no such curve, though single readings can be large or run the other way; tested in mouse RAW 264.7 cells; further: on the % scale 0 is the no-effect control and ±100 the full control effect; nearly all actives have a fitted effect of over 55% in size
p53 reactivator – mutant p53 re-activation in reporter cells. 320,000 compounds, 0.063% hits. H1299 p53-A138V BP100-luciferase reporter, luminescence, 24 h. AID 504706. Potency, µM (top dose mostly 92.2 µM), for inactives: at the top dose activity change, positive = activation, hits mostly activators; further: % of control where 0% means no effect; nearly all actives have a fitted effect of over 45% in size
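H1299 (p53-null), stable ts p53-A138V + BP100-Luc; 1000 cells/well, Opti-MEM/10% FBS; cpd 4 pt, 1:5; 24 h, 37 deg C, 5% CO2; detection reagent 10 min RT; luminescence.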
MBNL1 CUG block – blocks human MBNL1 binding to CUG repeat RNA; TR-FRET MBNL1-His/biotin-(CUG)12 binding, 665/545 ratio; Potency, µM (titrated, usually from 57.5 µM), without a hit: top-dose activity change, negative = inhibition, usual class: inhibitors; 280,000 compounds, 0.036% hits; AID 2675; active means well fitted inhibition curve with a large enough effect in the signal ratio, with a control signal flat, not every such curve was filed as active; inconclusive means small, poorly fitted or top-dose-only effect, or effect the other way, or a change in a side signal; inactive means no such curve, though single readings can be large or run the other way; the % refers to the signal ratio; further: on the % scale 0 is the no-effect control and ±100 the full control effect
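Compounds (final 92 nM to 58 uM) are added to His-tagged MBNL1 and biotin-(CUG)12, then terbium anti-His antibody and streptavidin-XL665 (5 nM final). After 60 min at room temperature, the 665/545 nm ratio is read.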
VP16 counter – Gal4-VP16 reporter inhibition counter-screen | Drosophila S2 Gal4-VP16 UAS-luciferase, luminescence, 20 h | Potency, µM (series often up to 53.6 µM), for the others: at the highest dose activity, negative = inhibition, hits mostly inhibitors | 310,000 compounds, 3.5% hits;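 further: Gal4-VP16 expression switched on by copper sulfate through the metallothionein promoter; on the % scale 0 is the no-effect control and ±100 the full control effect; nearly all actives have a fitted effect of over 50% in size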
FLuc counter – counter-screen for miR-21 project: firefly luciferase inhibitors or activators; P08659; purified FLuc, Km substrates, luminescence inhibition; Potency, µM (series often up to 57.5 µM), for inactives: at the highest dose activity change, negative = inhibition, hits mostly inhibitors; 360,000 compounds, 6.9% hits; AID 588342;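 further: plate controls were vehicle for no effect and reference inhibitor for full effect; nearly all actives have a fitted effect of over 55% in size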
Target sequence (P08659 whole entry, looked up): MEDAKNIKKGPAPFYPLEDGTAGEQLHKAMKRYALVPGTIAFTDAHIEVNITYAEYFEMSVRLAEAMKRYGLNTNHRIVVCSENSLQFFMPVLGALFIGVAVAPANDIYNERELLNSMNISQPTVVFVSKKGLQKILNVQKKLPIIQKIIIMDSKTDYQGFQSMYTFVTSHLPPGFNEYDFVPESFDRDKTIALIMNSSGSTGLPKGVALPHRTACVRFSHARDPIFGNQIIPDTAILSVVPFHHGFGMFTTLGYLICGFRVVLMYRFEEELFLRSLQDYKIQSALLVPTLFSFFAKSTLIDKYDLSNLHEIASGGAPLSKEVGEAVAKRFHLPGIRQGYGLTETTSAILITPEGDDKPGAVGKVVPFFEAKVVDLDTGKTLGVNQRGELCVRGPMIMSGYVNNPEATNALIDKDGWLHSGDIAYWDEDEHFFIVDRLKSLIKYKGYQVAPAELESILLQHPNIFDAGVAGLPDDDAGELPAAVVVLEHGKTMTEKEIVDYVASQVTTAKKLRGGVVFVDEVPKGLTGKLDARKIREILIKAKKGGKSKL
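Biochemical qHTS of compounds, final roughly 60 µM downward over six points, against 10 nM purified firefly luciferase using Km concentrations of substrates (10 uM D-luciferin, 10 uM ATP) in Tris acetate pH 7.5 buffer; luminescence output.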
Rab9 promoter act – activators of Rab9 promoter; Huh7 Rab9 promoter-luciferase reporter, luminescence, 24 h; Potency, µM (doses to about 9.22 µM), for the others: at the top dose activation, negative = inhibition, actives largely listed as activators; 320,000 compounds, 2.8% hits; further: % of control where 0% means no effect; nearly all actives have a fitted effect of over 60% in size
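Cell-based reporter: Huh7 stable for Rab9 promoter-driven luciferase, plated in reduced-serum medium with 10% FBS at 1500 cells/well, compound-treated 24 h at 37 °C, luminescence read after 10 min reagent.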
BRCA1 expr up – BRCA1 expression activation; MCF7-BRCA1-FFLuc reporter, luminescence, 48 h; response scale: scaled: vehicle 0%, 10 µM genistein 100%; Potency, µM (titrated, usually from 46.1 µM), for the others: at the highest dose activation, most hits filed as activators; 380,000 compounds, 1.1% hits; further: nearly all actives have a fitted effect of over 80% in size; some results filed as inactive show a strong effect at the top dose
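Activators of BRCA1 expression were detected as increased firefly luciferase luminescence in engineered MCF7 cells after 48 h compound incubation. Signals were scaled to genistein 10 microM as full activation.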
NPC1 promoter act – NPC1 promoter activation; Huh7 NPC1 promoter luciferase reporter, 24 h; Potency, µM (titrated, usually from 9.22 µM), without a hit: top-dose activation, actives largely listed as activators; 320,000 compounds, 2.4% hits;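 further: % of control where 0% means no effect; nearly all actives have a fitted effect of over 60% in size; reporter is driven by a mutant NPC1 promoter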
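Luminescence read-out of NPC1 promoter-driven luciferase in stably transfected Huh7 cells; compounds delivered in DMSO and left 24 h at 37C, 5% CO2, qHTS titration format.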
RORgamma inh – inhibitors of mouse ROR gamma transcriptional activity | AID 2551 | 310,000 compounds, 5.4% hits | P51450 | Drosophila S2 Gal4-RORgamma UAS-luciferase reporter, 20 h | Potency, µM (highest dose often 53.6 µM), inactives show top-dose activity change, negative = inhibition, hits mostly inhibitors; further: on the % scale 0 is the no-effect control and ±100 the full control effect; nearly all actives have a fitted effect of over 60% in size
Target sequence (P51450 whole entry, looked up, the tested form may be a part): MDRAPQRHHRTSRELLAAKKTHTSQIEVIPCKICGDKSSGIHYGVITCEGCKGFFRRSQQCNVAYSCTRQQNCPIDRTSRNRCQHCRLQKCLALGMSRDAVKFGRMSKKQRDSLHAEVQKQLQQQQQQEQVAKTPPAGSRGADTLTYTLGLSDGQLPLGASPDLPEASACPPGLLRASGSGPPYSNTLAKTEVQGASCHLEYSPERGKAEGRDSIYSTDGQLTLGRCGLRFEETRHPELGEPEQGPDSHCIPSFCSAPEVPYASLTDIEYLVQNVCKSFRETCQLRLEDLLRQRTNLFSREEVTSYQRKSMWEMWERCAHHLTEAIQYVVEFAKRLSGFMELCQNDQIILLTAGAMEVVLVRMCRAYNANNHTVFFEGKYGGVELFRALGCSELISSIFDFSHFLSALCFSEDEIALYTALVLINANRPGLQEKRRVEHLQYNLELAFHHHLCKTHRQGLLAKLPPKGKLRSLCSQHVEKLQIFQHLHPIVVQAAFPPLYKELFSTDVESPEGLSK
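ROR gamma transcriptional activity was tracked as Gal4-UAS luciferase output in stably transfected Drosophila Schneider cells, with compound added 1 hr before 700 uM copper sulfate induction and a 20 hr ambient-temperature incubation.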
Active calls of the source: *; u = inconclusive; x = not tested or not shown; [ ] = another dose, or the depositor's remark. Unless noted, the call rests on the fitted dose curve; in most records, active means well fitted curve in the direction sought with a large enough effect; inconclusive means small, poorly fitted or top-dose-only effect, or another doubt; inactive means no such curve, though single readings can be large; an effect the other way counts as inactive or inconclusive. Potency means the concentration at half of the fitted maximal effect. No enrichment for hits; any-hit rate near 13%.

smiles,p53 reactivator,VP16 counter,BRCA1 expr up,NPC1 promoter act,MBNL1 CUG block,Rab9 promoter act,uPA surface inh,FLuc counter,RORgamma inh,ELG1 genotoxic
[O-][n+]1onc2c1CCC1N(O)C(c3ccccc3)CC21O (stereo not drawn),-7%,14%,-2%,1%,-8%,2%,x,5%,-16%,-3%
Cc1ccc(NCc2nnc(SCC(=O)N(Cc3ccccc3)C(C)(C)C)o2)c(C)c1,11%,2%,-45%,-3%,5%,-5%,x,1%[2.3 µM],-18%,-9%
COc1cc(OC)cc(C(=O)Nc2ccc(C(=O)Nc3ccccc3OC)cc2)c1,-12%,x,-52%,x,x,x,4%,x,x,-11%
CCCc1ccc2oc(C(=O)NCc3nnc(C)o3)c(C)c2c1,u,-3%,u,2µM*,-2%,2.8µM*,2%,9.5µM*,0%,9.2µM*
Cc1ccc(/C=c2\s/c(=C(/C#N)C(=O)N3CCCC3)n(Cc3ccco3)c2=O)s1,-1%,-15%,-7%,-5%,22%,0%,2%,0%,u,-4%
CN(CC(=O)Nc1ccccc1Cl)C(=O)c1ccc(-c2cccc(C(F)(F)F)c2)o1,0%,x,-7%,-8%,x,-5%,5%,-16%,x,0%
COCCN(C(=O)CNC(=O)c1ccco1)C(C(=O)NC1CCCC1)c1ccccc1F (stereo not drawn),0%,1%,6%,-2%,1%,-2%,-1%,1%,-5%,10%
CCOC(=O)c1ccc(NC(=O)Cn2nnc(-c3ccccc3F)n2)cc1,0%,0%,-16%,1%,x,-3%,-3%,-1%,23%,1%
COc1ccc(CC(=O)Nc2nc3n(n2)C(c2ccccc2)CC(=O)N3)cc1OC (stereo not drawn),-4%,-3%,-15%,-3%,20%,14%,-3%,0%,-4%,1%
O=C(COC(=O)c1ncc(Cl)c(Cl)c1Cl)Nc1cccnc1Cl,8%,x,0%,7%,x,-5%,2%,0%,x,-1%
Cc1cnc(C(=O)OCC(=O)Nc2ccc(C)c(S(=O)(=O)N3CCCCCC3)c2)cn1,-2%,8%,2%,-4%,-3%,0%,8%,-7%,21%,0%
O=C(CSc1nc(=O)n2ccccc2n1)Nc1ccc2c(c1)OCCO2,13%,x,-11%,0%,x,2%,-28%,-14%,x,5%
CC(=O)Oc1ccc(C(=O)Nc2ccccc2C(=O)N2CCCC2)cc1,2%,0%,-6%,1%,1%,0%,1%,-9%,15%,2%
CC(=O)N1CCN(C(=O)CCC(=O)O)CC1,2%,-1%,16%,-3%,0%,1%,-3%,-1%,28%,1%
COc1ccc(N2Cc3ccccc3/C2=N\C(=O)Nc2ccccc2)cc1,23%,-1%,33%,-1%,4%,3%,0%,2%,8%,4%
Cc1ccc(S(=O)(=O)N(Cc2ccccc2)Cc2ccco2)cc1,26%,u,-15%,1%,4%,-2%,6%,6%,-3%,7%
COc1cc(C(=O)CSc2nccn2C)cc(OC)c1OC,0%,8%,-3%,0%,-3%,8%,-1%,-1%,7%,11%
CS(=O)(=O)N1CCCC(C(=O)NCc2ccc(F)cc2Cl)C1 (stereo not drawn),-2%,1%,1%,1%,4%,-2%,12%,0%,-7%,-1%
CCN(CC(=O)Nc1ccccc1C(F)(F)F)C(=O)c1ccc(N2CCCC2=O)cc1,3%,x,6%,-2%,x,0%,15%,0%,x,3%
O=C(CN1CCc2cc3c(cc2C1)OCCCO3)Nc1ccc(S(=O)(=O)N2CCCC2)cc1,10%,-6%,1%,-6%,1%,3%,2%,3%,8%,-5%

Next part (two carried over from the part before).
smiles,p53 reactivator,VP16 counter,BRCA1 expr up,NPC1 promoter act,MBNL1 CUG block,Rab9 promoter act,uPA surface inh,FLuc counter,RORgamma inh,ELG1 genotoxic
CCN(CC(=O)Nc1ccccc1C(F)(F)F)C(=O)c1ccc(N2CCCC2=O)cc1,3%,x,6%,-2%,x,0%,15%,0%,x,3%
O=C(CN1CCc2cc3c(cc2C1)OCCCO3)Nc1ccc(S(=O)(=O)N2CCCC2)cc1,10%,-6%,1%,-6%,1%,3%,2%,3%,8%,-5%
Cc1ccc(C)c(NC(=O)C2CC(O)CN2C(=O)OCc2ccccc2)c1 (stereo not drawn),-1%,10%,-4%,0%,8%,-1%,2%,1%,33%[10 µM],0%
Cc1ccc(C(C)C)c(OCCSc2nc3ccccc3n2CC(=O)O)c1,-9%,4%,8%,2%,4%,-4%,9%,-1%,1%,1%
Cc1ccc(Nc2nc(NCCO)nc3c2cnn3C)cc1Cl,-5%,-30%,-64%,-1%,0%,2%,-2%,3%,u,-1%
Cc1cccc(NC(=O)CCNS(=O)(=O)c2cccc3nsnc23)c1,-10%,26%,u,0%,u,2%,3%,4%,17%,-3%
NC(=O)Nn1c(CCC(=O)O)ccc1-c1ccc(Br)cc1,8%,-3%,-1%,-3%,10%,-5%,-5%,4%[2.3 µM],-4%,0%
COc1ccccc1C(=O)NCCOc1ccc(C(C)(C)C)cc1,-83%[inhibitor],u,-19%,-1%,0%,6%,0%,-16%,u,-3%
CC(=O)Nc1ccc(S(=O)(=O)NCc2ccc(C(=O)N3CCOCC3)cc2)cc1,-1%,-3%,-4%,1%,1%,-3%,-1%,1%,5%,0%
O=C(COC(=O)c1ccc(Br)cc1)NCC1CCCO1 (stereo not drawn),0%,x,-3%,x,x,x,-1%,x,x,4%
O=C(Nc1ccc(Br)cc1Br)C1CC(=O)N(Cc2ccccc2)C1 (stereo not drawn),-19%,19%,5%,2%,-2%,0%,-1%,3%,22%,-6%
CC(=O)Oc1ccc(C(=O)Nc2cccc(NC(=O)c3ccco3)c2)cc1,3%,10%,-4%,-17%,-4%,7%,-1%,15µM*,21%,-6%
O=C(O)C(Cc1c[nH]c2ccccc12)NS(=O)(=O)c1ccc2ccccc2c1 (stereo not drawn),u,-15%,-5%,2%,-19%,-7%,10%,1%,-1%,1%
NC(=O)c1ccccc1N(Cc1ccccc1)S(=O)(=O)c1ccccc1,-3%,-3%[10 µM],-4%,-2%,-5%,1%,-9%,1%,5%,-6%
CC(C)=CCC(C)(C)/C=N/NC(N)=O,-3%,-6%,-12%,7%,1%,-5%,4%,3%,-6%,0%
COc1ccc(-c2nnc(SCc3ccccc3)n2N)cc1,u,-1%,u,u,-18%,u,2%,u,31%,u
CCOc1[nH]n(-c2ccccc2)c(=O)c1C=NCc1ccncc1,0%,-9%,2%,-2%,-2%,5%,-3%,1%,-1%,4%
CCC(=O)Nc1cc(Cl)ccc1C(=O)O,1%,2%,8%,-1%,-5%,-4%,4%,0%,29%,-6%
Cc1nc(N2CCCCC2)c2ccsc2n1,-4%,-15%,1%[1.84 µM],-4%,-4%,0%,0%,-17%,-8%,-16%
CCCC(C(=O)Nc1nccs1)c1ccccc1 (stereo not drawn),-3%,u,-11%,-4%,8%,1%,6%,1%,u,-2%
OCCC1CN(Cc2c(O)ccc3ccccc23)CCN1CCc1ccccc1 (stereo not drawn),0%,5%,-37%,1%,1%,-5%,1%,-20%,-11%,-2%
COc1ccc(Nc2nc3ccccc3s2)cc1,6%,2%,5µM*,2.5µM*,-2%,1.4µM*,4%,5.4µM*,u,u
CC(NC(=O)c1ccc(N2CCCC2=O)cc1)c1ccccc1 (stereo not drawn),-5%,10%,6%,0%,-3%,15%,x,-8%,21%,6%
COc1ccccc1Cn1c(=S)[nH]c2cc(C(=O)N3CCCC3)ccc2c1=O,0%,u,-22%,-1%,0%,-5%,-8%,5%,u,-9%
CCN(CCNC(=O)c1cccc(N2CCCC2=O)c1)c1ccccc1,5%,0%,16%,11%,-3%,16%,-3%,u,31%,10%
O=C(COC(=O)/C=C/c1ccccc1Cl)NC1CCCC1,u,x,-7%,1%,x,7%,14%,-13%,x,-4%
Cc1cccc(-c2noc(CN(C(=O)c3ccc4c(c3)OCO4)C(C)C)n2)c1,-8%,-16%,-37%,2%,-7%,3%,2%,1%,-2%,-13%
O=C(Cn1c(=O)sc2ccccc21)Nc1ccc(O)cc1,-2%,-9%,-32%,11%,-13%,7%,0%,8%,11%,-2%
Cn1c(=O)c2ncn(CC(=O)Nc3ccc4c5c(cccc35)CC4)c2n(C)c1=O,-3%,3%,-43%,1%,15%,-2%,-2%,-5%,7%,1%
CCC(Sc1nc2ccccc2c(=O)[nH]1)C(=O)Nc1ccc(C(C)=O)cc1 (stereo not drawn),11%,2%,u,u,23%,u,2%,u,u,u
CC(C)c1ccc(O)c(NC(=S)NC(=O)c2ccc3c(c2)OCO3)c1,u,1.4µM*,u,2.2µM*,-3%,u,-22%,6.7µM*,0.56µM*,22%
CNC(=S)Nc1ccc(OCc2ccccc2)cc1,6%,u,67%,19%,-4%,26%,7%,-19%,4µM*,8%
